From PubChem BioAssay
HEK293 viab: counter-screen for SNCA expression inhibitors: cell viability | Potency, µM (series often up to 57.1 µM), for inactives: at the highest dose activity change, negative = cytotoxicity, usual class: cytotoxic | HEK-293-SNCA-luc viability, GF-AFC fluorescence, 24 h | hit rate 0.12% among 150,000;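 also: potency is read from the fitted curve at half-maximal effect; 0% = DMSO-treated cells and -100% = medium-only wells without cells; nearly all actives have a fitted effect of over 30% in size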
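Cytotoxicity counterscreen: after 24 h compound treatment of genome-edited SNCA-luciferase HEK-293 cells, live-cell protease substrate GF-AFC read by fluorescence after 30 min; activity scaled between DMSO (0%) and medium-only (-100%), curves Hill-fitted.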
IP6K1 inhibitor: blocks human inositol hexakisphosphate kinase 1; IP6K1 kinase, ADP-Glo luminescence, 2 h; active compounds read low; Q92551; hit rate 0.81% among 140,000; AID 1645851; activity change, % (series mostly up to about 58 µM); in the data active = activity change below about -25%
Target sequence (Q92551 whole entry, looked up): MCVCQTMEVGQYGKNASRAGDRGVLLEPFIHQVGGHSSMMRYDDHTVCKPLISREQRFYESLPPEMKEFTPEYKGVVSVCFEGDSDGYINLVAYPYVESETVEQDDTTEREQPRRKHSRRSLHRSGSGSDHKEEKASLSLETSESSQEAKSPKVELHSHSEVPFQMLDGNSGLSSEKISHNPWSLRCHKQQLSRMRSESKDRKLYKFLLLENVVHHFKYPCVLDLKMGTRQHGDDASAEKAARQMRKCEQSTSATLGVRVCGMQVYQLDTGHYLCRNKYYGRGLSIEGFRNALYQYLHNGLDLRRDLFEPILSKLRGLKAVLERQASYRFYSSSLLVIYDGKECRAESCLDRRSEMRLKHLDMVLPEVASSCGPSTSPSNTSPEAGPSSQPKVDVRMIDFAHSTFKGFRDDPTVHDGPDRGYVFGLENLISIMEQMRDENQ
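ADP-Glo luminescence measures ADP made by human IP6K1 during a 2 h RT reaction with ATP/IP6 (mix at 1.3 mM/130 uM); top library doses 57.5 and 19.1 uM final.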
SNCA expr inh: reduces expression of the alpha-synuclein gene | HEK-293 SNCA-luciferase knock-in, luminescence, 24 h | Potency, µM (highest dose often 57.2 µM), without a hit: top-dose activity change, negative = inhibition, actives largely listed as inhibitors | hit rate 0.17% among 140,000 | AID 1671194;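 also: potency is read from the fitted curve at half-maximal effect; plate controls were DMSO cells for no effect and cell-free wells for full effect; nearly all actives have a fitted effect of over 45% in size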
HEK293 tox: cytotoxic compounds in HEK 293 cells; hit rate 6.6% among 94,000; Potency, µM (series often up to 115 µM), without a hit: at the highest dose activity change, negative = cytotoxicity, usual class: inhibitors; AID 1345083; HEK 293 viability, ATP luminescence (CellTiter-Glo), 48-72 h; also: potency is read from the fitted curve at half-maximal effect; nearly all actives have a fitted effect of over 60% in size
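Read-out: CellTiter-Glo ATP luminescence. Cells: HEK 293, 250 cells/well. Exposure: 48 or 72 hr, 37 degree Celsius.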
NIH3T3 tox: NIH 3T3 cell cytotoxicity | NIH 3T3 viability, CellTiter-Glo ATP luminescence, 48-72 h | AID 1345082 | hit rate 4.3% among 94,000 | Potency, µM (highest dose often 96.7 µM), for inactives: at the highest dose activity change, negative = cytotoxicity, most hits filed as inhibitors; also: potency is read from the fitted curve at half-maximal effect; nearly all actives have a fitted effect of over 55% in size
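Cytotoxicity was measured by CellTiter-Glo ATP luminescence after 48 or 72 h compound exposure at 37 °C. Mouse NIH 3T3 fibroblasts were seeded at 400 cells/well and dosed by 23 nL pin transfer.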
FLuc inh: blocks purified firefly luciferase enzyme activity; P08659; purified P. pyralis luciferase, luminescence, biochemical; Potency, µM (top dose mostly 115 µM), without a hit: at the highest dose activity change, negative = inhibition, hits mostly inhibitors; hit rate 2.5% among 76,000; also: potency is read from the fitted curve at half-maximal effect; nearly all actives have a fitted effect of over 65% in size
Target sequence (P08659 whole entry, looked up): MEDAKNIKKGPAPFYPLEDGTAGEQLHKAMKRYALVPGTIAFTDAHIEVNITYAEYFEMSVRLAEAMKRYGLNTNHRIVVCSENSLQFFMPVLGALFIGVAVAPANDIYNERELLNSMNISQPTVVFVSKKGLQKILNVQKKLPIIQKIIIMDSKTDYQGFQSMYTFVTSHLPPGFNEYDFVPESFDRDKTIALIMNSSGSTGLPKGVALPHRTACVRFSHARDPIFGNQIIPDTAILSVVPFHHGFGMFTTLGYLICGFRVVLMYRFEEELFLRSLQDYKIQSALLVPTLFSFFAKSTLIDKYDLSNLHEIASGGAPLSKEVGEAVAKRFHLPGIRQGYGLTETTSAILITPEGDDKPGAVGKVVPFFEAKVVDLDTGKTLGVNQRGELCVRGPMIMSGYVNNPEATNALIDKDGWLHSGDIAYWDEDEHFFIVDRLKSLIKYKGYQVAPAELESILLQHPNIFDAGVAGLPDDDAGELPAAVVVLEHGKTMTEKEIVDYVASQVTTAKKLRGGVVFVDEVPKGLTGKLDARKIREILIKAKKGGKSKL
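Luminescence read by CCD imager after adding enzyme (10nM final) to wells holding compound, titrated in qHTS. Substrates 10uM each D-luciferin and ATP; buffer 50mM Tris acetate pH 7.5, 10mM Mg acetate, Tween-20, BSA.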
GPT2 inhibitor: GPT2 alanine aminotransferase inhibition; Potency, µM (titrated, usually from 57.7 µM), for the others: at the highest dose activity change, negative = inhibition, usual class: inhibitors; AID 1671188; Q8TD30; hit rate 0.25% among 100,000; Recombinant GPT2, coupled pyruvate oxidase/HRP Amplex Red fluorescence; also: potency is read from the fitted curve at half-maximal effect; nearly all actives have a fitted effect of over 60% in size; many of its hits are not listed in these tables
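Fluorescence read-out: pyruvate from GPT2 turnover coupled to pyruvate oxidase, HRP and Amplex Red (0.2mM ThPP, 0.2U/mL PO and HRP, 50uM Amplex final). Substrates 250uM a-KG, 2mM L-alanine; enzyme 10ng/uL; 30 min RT.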
* = called active by the depositor; i = inactive; u = inconclusive; x = no result given; [ ] = remark or other dose. Unless noted, calls follow the shape of the dose curve; as a rule, active = well fitted curve in the direction sought with a large enough effect; inconclusive = small, poorly fitted or top-dose-only effect, or another doubt; inactive = no such curve, though single readings can be large; an effect the other way counts as inactive or inconclusive. Unless noted, % is scaled to controls: 0 for no effect and ±100 for the full control effect. Not all compounds are listed; rates above refer to the full screens.

SMILES	HEK293 viab	IP6K1 inhibitor	SNCA expr inh	HEK293 tox	NIH3T3 tox	FLuc inh	GPT2 inhibitor
CCc1cc(=O)n(CC(=O)Nc2ccc(OC)c(OC)c2)c(-c2ccccc2)n1	-27%	1	0%	u	u	1%	i
CNC(=O)[C@@H](Cc1ccccc1)N1CCC[C@H]1C(=O)N1CCN(C)CC1	2%[87.6 µM]	-10	3%[87.6 µM]	1%[172 µM]	0%[174 µM]	-1%[172 µM]	1%[88.5 µM]
O=C(O)CCc1ccc(-c2ccccc2)n1CC(=O)Nc1ccccc1C(F)(F)F	15%	-11	-2%	x	x	x	x
Cc1cnc(C2CCOCC2)n1C1CCNCC1	-9%	-2	37%[activator]	-8%	-9%	-12%	1%
Cc1nc2c(c(-c3ccc(Cl)cc3)n1)CCN(C(=O)C1CCCC1)CC2	-6%	2	36%[activator]	-21%	u	-7%	i
O=C(NCCCn1ccnc1)c1ccc(C2CCCNC2)cc1 (stereo unspecified)	0%	-3	0%	0%	i	-4%	i
Cc1cc(Br)ccc1NC(=O)c1c(C)oc2ncnc(N3CCCCC3)c12	-19%	33	-8%	x	x	x	x
CCOc1ccc(OCC)c(NC(=O)CCc2nc3cccnc3n2Cc2cccs2)c1	-6%	18	-6%	x	x	x	x
COc1ccc(C(=O)N2CCN(c3nc4ncccc4o3)CC2)cc1	-12%[87.6 µM]	4	0%[87.6 µM]	i	-15%[138 µM]	-8%[172 µM]	-2%[88.5 µM]
O=C(OCc1ccccc1)N1CCCN(c2cc(C3CC(O)C3)ncn2)CC1 (stereo unspecified)	-19%	4	-25%	u	-27%	-7%	i
O=C(C1CC=CCC1)N1CCC(Cc2nncn2-c2ccccc2)CC1 (stereo unspecified)	1%	16	u	-5%	-26%	-3%	3%
O=C(Nc1ccc2c(c1)OCCO2)N1CCc2nn(CC3CC3)c(=O)n2CC1	-3%	5	104%[activator]	-3%	-14%	x	i
Cc1cc(C)c(CNC(=O)c2cc(-c3cccc4[nH]ccc34)cc3ncn(C)c23)c(=O)[nH]1	-9%[87.6 µM]	-1	-2%[87.6 µM]	u	u	5%[172 µM]	-4%[88.5 µM]
Cc1noc(C)c1CN1C[C@H]2[C@H](C1)[S+](=O)([O-])C(C)(C)C(=O)N2Cc1ccccc1F	4%	12	7%	3%	u	6%	2%
Cn1c(=O)oc2cc(S(=O)(=O)CCC(=O)N3CCN(c4ccccc4)CC3)ccc21	-6%	-18	u	x	x	x	x
O=C(c1ccccc1)n1nc(-c2ccc(Cl)cc2)nc1NCc1ccco1	-3%	31	129%[activator]	x	x	x	x
CC1Oc2ccc(NC(=O)c3ccc(F)cc3F)cc2CN(Cc2ccccc2Cl)C1=O (stereo unspecified)	10%	17	8%	50µM*	u	-1%	-7%
CCOC(=O)C(C)(C)Oc1ccc(Cl)cc1	-8%	-13	1%	x	x	x	i
CCOc1ccc(NC(=O)Cn2nc3c(cc2=O)CC(C)CC3)cc1 (stereo unspecified)	-6%	12	-2%	x	x	x	x
CC(NC(=O)c1ccc2c(c1)sc1nc(-c3ccccc3)cn12)C12CC3CC(CC(C3)C1)C2 (stereo unspecified)	-4%	-9	47%[activator]	x	x	x	x
CCNC(=O)C1(c2ccc(NC(=O)C(C)C)cc2)CCCCC1	9%	-3	-10%	-6%	0%	-5%	i
O=C(c1ccccc1F)N1CCC(N2CCCC2=O)CC1	4%	-15	4%	-1%	i	x	-2%
CCOC(=O)[C@H]1[C@@H](O)C(=O)N(Cc2ccccc2)C12CCN(C(=O)Cc1ccccc1)CC2	x	22	x	i	u	x	x
Cc1ccc2c(CC(=O)Nc3ccc(S(=O)(=O)N4CCCCC4)cc3)coc2c1C	-4%	51	u	x	x	x	x
CC(C)CCN1CC(C(=O)NCc2ccncc2)C2(CCOCC2)C1 (stereo unspecified)	7%	-6	-13%	i	i	5%	5%

Ordered by number of heavy atoms (lowest first): part of the list above
SMILES	HEK293 viab	IP6K1 inhibitor	SNCA expr inh	HEK293 tox	NIH3T3 tox	FLuc inh	GPT2 inhibitor
O=C(NCCCn1ccnc1)c1ccc(C2CCCNC2)cc1 (stereo unspecified)	0%	-3	0%	0%	i	-4%	i
O=C(OCc1ccccc1)N1CCCN(c2cc(C3CC(O)C3)ncn2)CC1 (stereo unspecified)	-19%	4	-25%	u	-27%	-7%	i
Cn1c(=O)oc2cc(S(=O)(=O)CCC(=O)N3CCN(c4ccccc4)CC3)ccc21	-6%	-18	u	x	x	x	x
CCOc1ccc(OCC)c(NC(=O)CCc2nc3cccnc3n2Cc2cccs2)c1	-6%	18	-6%	x	x	x	x

(more compounds)
SMILES	HEK293 viab	IP6K1 inhibitor	SNCA expr inh	HEK293 tox	NIH3T3 tox	FLuc inh	GPT2 inhibitor
COc1cccc(CNC(=O)CCc2cc3ccc(C)cc3[nH]c2=O)c1OC	-8%	25	2%	-3%	1%	3%	-9%
COc1ccc(C(=O)N2CCC(=O)N(Cc3ccc(F)cc3)C(C(C)C)C2)o1 (stereo unspecified)	-7%	13	12%	-4%	-7%	-5%	-12%
COc1cc(=O)n2c(c1C(=O)Nc1cccc3c1CCCC3)CCCC2	-3%	-13	27%	-3%	-3%	1%	i
Cc1cnc(CC2CCN(S(=O)(=O)c3ccccc3)C2)n1C(C)C (stereo unspecified)	1%	-15	19%	u	-11%	-3%	-7%
CCc1cc(C(=O)N2C[C@@H](C(=O)O)[C@H](c3cccc(OC)c3)C2)cs1	8%	-4	-14%	i	1%	1%	1%
COc1ccc(C(=O)N2[C@@H]3CC[C@H]2CC(NC(=O)c2cnc(C)cn2)C3)cc1OC (stereo partly specified)	5%	13	12%	-21%	-18%	-8%	i
Cc1ccc(C)c(N2CCN(C(=O)c3cc4c(=O)n(Cc5cccnc5)ccc4nc3C)CC2)c1	18%	-4	-4%	x	x	x	x
CCN(C(=O)CCC(=O)N1CCC(CCOc2ccccc2F)C1)c1ccccc1 (stereo unspecified)	-11%	-11	6%	u	u	x	i
NC(=O)C1(N2CCCCC2)CCN(C(=O)Nc2ccc(F)cc2)CC1	10%	0	-7%	x	x	x	x
COc1ccc(C(=O)N[C@H]2C[C@H]3C(=O)Nc4cc(Cl)ccc4C(=O)N3C2)cc1	u	-4	-13%[87.6 µM]	-33%[172 µM]	u	15%[172 µM]	-1%[88.5 µM]
COc1ccc(CCNC(=O)CCc2cn(Cc3ccc(C)cc3)c3ccccc23)cc1OC	-5%	25	-30%	x	x	x	x
COCCCNC(=O)C(C)(C)Oc1nn(Cc2cccc(Cl)c2)c2ccccc12	u	0	32µM*	u	u	-14%[172 µM]	-7%[88.5 µM]
COc1ccc(C2Cn3nnc(C(=O)N4CCN(C(=O)c5sccc5C)CC4)c3CO2)cc1 (stereo unspecified)	-11%	-2	-24%	u	-8%	11%	i
O=C(CCN1C(=O)c2ccccc2Sc2ncccc21)Nc1ccc(F)cc1F	8%	4	-12%	x	x	x	x
CC(C)c1noc(-c2nc(-c3ccc4c(c3)OCO4)no2)n1	1%	-1	-20%	u	-24%	3.5µM*	i
Cc1noc(-c2cccc(OC3CN(S(=O)(=O)c4c(C)noc4C)C3)c2)n1	0%	17	-12%	-4%	-7%	4%	-10%
CCn1c(=O)c2ccnn2c2ccc(C(=O)NCc3ccc(OC)cc3OC)cc21	2%	8	-14%	u	u	1%	i
NCCCCN	2%	x	-10%	x	x	x	-9%
CCN1CCN(C[C@@H]2CN(Cc3ccccc3OC(F)F)C[C@@H]2CO)CC1	-7%	-4	u	-17%	-20%	-11%	4%
CCc1noc(C)c1C(=O)N[C@H](c1ccc2c(c1)CCO2)C1CC(O)C1 (stereo partly specified)	1%	16	4%	-3%	i	-4%	0%
CS(=O)(=O)N1CCC2(CC1)CC(c1ccccc1)C(=O)N(C1CC1)C2 (stereo unspecified)	1%	-22	-18%	-10%	-20%	3%	0%[11.5 µM]
COc1ccccc1OCC(=O)NCC1(N(C)C)CCCCC1	6%	16	-13%	x	x	x	x
Cc1ccccc1CCNC(=O)C1CCN(c2nc3ccccc3nc2C(F)(F)F)CC1	-2%	4	30%	x	x	x	x
Cc1ccc(CN2CC(Cn3c(C)cnc3-c3ccncc3)C2)o1	5%	13	-16%	i	-2%	x	i
CCOC(=O)[C@@H]1CN([S+](=O)([O-])Cc2ccccc2)[C@H]2c3cccc(F)c3O[C@@H]12	x	10	x	u	u	x	x
Further compounds
SMILES	HEK293 viab	IP6K1 inhibitor	SNCA expr inh	HEK293 tox	NIH3T3 tox	FLuc inh	GPT2 inhibitor
CCc1cccc(-n2nnc(-c3nsc(NC(=O)c4ccc(C)cc4)n3)c2C)c1	6%	3	35%[activator]	x	x	x	x
COc1ccc(Cl)cc1NC(=O)c1cn(C2CCCC2)c(=O)c2c1c1ccccc1n2C	-9%	-14	4%	x	x	x	x
COc1ccc(CC(=O)O)cc1S(=O)(=O)N1C[C@H](C(C)C)[C@@H](N)C1	-8%	14	-3%	-8%	-14%	1%	-19%
CC(C)c1ncc(-c2cc(C(=O)N(C)C(C)C)c3ccc(F)cc3n2)cn1	3%	8	-12%	0%	-4%	5%	i[11.5 µM]
Cc1ccc(S(=O)(=O)N(CC(O)Cn2c3ccccc3c3ccccc32)c2cccc(C(=O)NCCO)c2)cc1 (stereo unspecified)	u	31	u	x	x	x	x
CCCN1CCN(CCCNC(=O)Cn2nc(CC)n3c(cc4occc43)c2=O)CC1	4%	-11	0%	x	x	x	x
c1ccc(N2CCN(Cc3cc(CC4(NCc5cnc6ccccc6c5)COC4)no3)CC2)cc1	-9%	14	-14%	u	u	-9%	2%
O=C(NC1CCCCC1)N[C@H]1CO[C@H]2[C@@H]1OC[C@@H]2n1cc(-c2ccccn2)nn1	4%[87.6 µM]	10	-19%[87.6 µM]	-18%[172 µM]	-18%[138 µM]	-23%[172 µM]	i
Cc1nc(CN2CCN(C(=O)Cn3nnnc3CN3C[C@@H](C)O[C@@H](C)C3)CC2)cs1	-4%	-1	-24%	3%	i	-6%	i
COc1ccc(CCc2nc3cc(-c4c(C)noc4C)ccc3n2CC(C)N2CCOCC2)cc1Cl (stereo unspecified)	u	-14	x	x	x	x	i

Retrieved by structure from the entries so far, 4 records:
SMILES	HEK293 viab	IP6K1 inhibitor	SNCA expr inh	HEK293 tox	NIH3T3 tox	FLuc inh	GPT2 inhibitor
O=C(NC1CCCCC1)N[C@H]1CO[C@H]2[C@@H]1OC[C@@H]2n1cc(-c2ccccn2)nn1	4%[87.6 µM]	10	-19%[87.6 µM]	-18%[172 µM]	-18%[138 µM]	-23%[172 µM]	i
COc1ccc(Cl)cc1NC(=O)c1cn(C2CCCC2)c(=O)c2c1c1ccccc1n2C	-9%	-14	4%	x	x	x	x
Cc1ccc(S(=O)(=O)N(CC(O)Cn2c3ccccc3c3ccccc32)c2cccc(C(=O)NCCO)c2)cc1 (stereo unspecified)	u	31	u	x	x	x	x
COc1ccc(CC(=O)O)cc1S(=O)(=O)N1C[C@H](C(C)C)[C@@H](N)C1	-8%	14	-3%	-8%	-14%	1%	-19%
